TIM10 inh = inhibits growth of TIM10 yeast strain | S. cerevisiae TIM10 strain growth, BacTiter-Glo luminescence, 24 h | inhibition, % at 10 µM | 1.4% of 330,000 active;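 active = inhibition of 40% or more at the single tested concentration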;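 also: wild-type TIM10 isogenic control strain grown at permissive 25 °C; 0% = DMSO yeast wells and 100% = minimal medium wells without yeast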
Mdm2 MdmX PPI = human Mdm2/MdmX binding inhibition. O15151+Q00987. SaOS-2 split-luciferase Mdm2/MdmX complementation, luminescence. inhibition, % at 8 µM. 3% of 330,000 active. AID 485346;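 active = inhibition of at least 50% at 8 µM in the primary screen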
Target sequence (O15151 whole entry, looked up): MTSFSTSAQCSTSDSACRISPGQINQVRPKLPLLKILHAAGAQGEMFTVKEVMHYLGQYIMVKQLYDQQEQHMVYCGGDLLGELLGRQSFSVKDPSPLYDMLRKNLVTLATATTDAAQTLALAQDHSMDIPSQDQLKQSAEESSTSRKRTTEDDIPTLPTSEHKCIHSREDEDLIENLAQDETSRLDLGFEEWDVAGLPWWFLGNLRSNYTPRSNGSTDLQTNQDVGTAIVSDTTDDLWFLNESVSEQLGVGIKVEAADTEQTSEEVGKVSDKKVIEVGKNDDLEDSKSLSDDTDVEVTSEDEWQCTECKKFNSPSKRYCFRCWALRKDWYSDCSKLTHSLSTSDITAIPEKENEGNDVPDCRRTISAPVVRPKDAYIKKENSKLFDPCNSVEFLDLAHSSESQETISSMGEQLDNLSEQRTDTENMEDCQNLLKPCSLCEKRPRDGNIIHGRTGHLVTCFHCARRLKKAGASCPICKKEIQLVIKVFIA
Target sequence (Q00987 whole entry, looked up): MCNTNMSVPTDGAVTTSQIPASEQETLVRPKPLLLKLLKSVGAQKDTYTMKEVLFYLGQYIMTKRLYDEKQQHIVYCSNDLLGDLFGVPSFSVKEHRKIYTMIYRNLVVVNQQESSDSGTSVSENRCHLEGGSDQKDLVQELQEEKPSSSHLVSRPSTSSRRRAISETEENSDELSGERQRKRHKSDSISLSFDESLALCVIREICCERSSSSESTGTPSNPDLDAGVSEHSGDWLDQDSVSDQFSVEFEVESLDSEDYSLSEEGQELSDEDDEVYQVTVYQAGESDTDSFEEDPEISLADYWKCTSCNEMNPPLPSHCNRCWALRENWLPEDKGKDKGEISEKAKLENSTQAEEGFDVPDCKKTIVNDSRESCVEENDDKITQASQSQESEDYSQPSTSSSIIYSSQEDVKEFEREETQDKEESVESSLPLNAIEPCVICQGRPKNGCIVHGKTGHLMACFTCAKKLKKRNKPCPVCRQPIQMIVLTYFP
APJ ag = APJ receptor agonism | P35414 | CHO-K1 APJ PathHunter beta-arrestin, luminescence; 0% DMSO wells, 100% apelin | activation, % at 20 µM | 0.11% of 330,000 active | AID 2520;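 active = activation more than six SD over the plate average, tested at 20 µM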;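 also: 0% = DMSO alone and 100% = apelin-13 at 10 nM; some results filed as inactive read as strong as hits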
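Test system: CHO-K1 APJ beta-arrestin complementation cell line | Compound: Single test compound dose, 20 µM final, 1% DMSO | Incubation: Compound 90 min 25 °C, reagent 1 h | Measured by: beta-gal luminescence | Read-out basis: APJ–arrestin association signal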
NLRP3 yeast inh = inhibitors of NALP3 inflammasome in yeast. Yeast reconstituted NLRP3/ASC/caspase-1, beta-gal luminescence, 24 h. inhibition, % at 10 µM. 0.39% of 330,000 active. AID 2825;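 active = inhibition of 50% or more; inactive = inhibition below 50%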;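 also: plate controls were induced DMSO wells for no effect and uninduced yeast grown without galactose for full effect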
UPR CHOP act = activators of apoptotic arm of unfolded protein response (CHOP). CHO-CHOP luciferase reporter, UPR activation, luminescence; percent of tunicamycin response over DMSO baseline. activation, % at 10 µM. 0.34% of 330,000 active;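 active = at 10 µM dose, activation of 40% or more, normalized to positive control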;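 also: 100% = tunicamycin at 10 µg/mL and 0% = DMSO alone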
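Material: CHO-CHOP cells, stable luciferase reporter of PERK-eIF2a-CHOP signalling; quantity: 500 reporter cells seeded per well; buffer or medium: F12 medium containing 10% fetal bovine serum; compound: one dose, 10 µM in 0.5% DMSO; incubation: 6 h compound treatment, 37 °C; measured by: Steady-Glo luciferase luminescence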
tim10-1 inh = tim10-1 yeast growth inhibition | S. cerevisiae tim10-1 ts strain growth, BacTiter-Glo, 24 h | inhibition, % at 20 µM | 2.2% of 330,000 active | AID 463190;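 active = inhibition of at least 40%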;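 also: mutant grown at 25 °C; 0% = DMSO wells with yeast and 100% = wells holding no yeast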
NR3A LBD binder = modulates the human NR3A ligand-binding domain | 2.5% of 340,000 active | Tm shift relative to glycine control, % at 25 µM | NR3A LBD differential scanning fluorimetry, Tm shift; 0% = protein alone, 100% = glycine-bound protein;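 active = melting temperature shift of at least 10% of the positive control shift, at one fixed dose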
tim23-1 inh = inhibits growth of tim23-1 mutant yeast. S. cerevisiae tim23-1 growth, BacTiter-Glo luminescence, 24 h. inhibition, % at 20 µM. 1.3% of 330,000 active. AID 463212;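 active = growth inhibition of the mutant yeast at or above 50%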;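 also: temperature-sensitive mutant grown at 25 °C; plate controls were DMSO-treated mutant yeast for no effect and medium wells lacking yeast for full effect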
UPR XBP1 act = activators of adaptive arm of unfolded protein response (XBP1); activation, % at 20 µM; CHO-XBP1 luciferase reporter, IRE1-XBP1 UPR activation, luminescence; percent of tunicamycin response, DMSO as zero; 0.33% of 330,000 active;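 active = versus positive control, 20 µM dose yields 30% or more activation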;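 also: 100% = tunicamycin at 10 µg/mL and 0% = DMSO only wells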
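assay system = CHO-XBP1 luciferase reporter cells | amount = 1000 cells/well | buffer or medium = F12 plus 10% FBS | compound dosing = single point, 20 µM final compound, 1% DMSO | incubation = 16-18 h cell attachment at 37 °C, then 6 h compound exposure | detection = Steady-Glo luminescence read | controls = tunicamycin 10 µg/mL and vehicle-only wells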
An asterisk follows results filed as active. An unsorted share of the library; overall some 8.2% were active at least once.

Sequence of screens: TIM10 inh	Mdm2 MdmX PPI	APJ ag	NLRP3 yeast inh	UPR CHOP act	tim10-1 inh	NR3A LBD binder	tim23-1 inh	UPR XBP1 act
O=[N+]([O-])c1cc2c(cc1/C=N/n1c(-c3ccccc3)n[nH]c1=S)OCO2
  6.0	-2.1	0.5	6.6	3.3	5.8	-0.4	-2.9	-0.9
COc1cccc(NC(=O)CSc2nnc(Cn3cnc([N+](=O)[O-])n3)n2C)c1
  8.2	15.0	2.0	-8.4	0.9	5.4	-2.7	1.0	-2.6
COc1ccc(-c2ncc3ccccn23)cc1
  11.6	-15.4	-0.2	2.5	2.2	29.7	-0.8	3.9	-4.4
O=C(CNC(=O)c1ccco1)N=Nc1c(O)[nH]c2ccc([N+](=O)[O-])cc12
  -7.8	-16.7	-3.9	8.5	0.8	-23.1	-0.7	-30.5	0.8
C[C@H](CO)N1C[C@H](C)[C@@H](CN(C)S(=O)(=O)c2ccc(F)cc2)Oc2ccc(NC(=O)c3ccncc3)cc2C1=O
  3.1	-4.1	-1.8	-3.4	-1.5	0.3	0.1	6.1	1.0
Cc1cc2nc(N3CCN(C(=O)c4cccs4)CC3)sc2cc1C
  7.4	-111.5	4.8	8.2	6.4	7.3	1.2	19.4	-0.7
CCOc1cc(/C=N/Nc2nc(N3CCCCC3)nc(N3CCCCC3)n2)ccc1OC(=O)c1ccco1
  18.0	-14.4	-0.2	-13.7	3.7	21.8	0.7	1.3	2.3
O=C1CC/C=C\C[C@@H](CC(=O)N(CCO)Cc2ccccc2)C(=O)N[C@H](Cc2c[nH]c3ccccc23)CO1
  -0.8	16.6	-3.5	11.7	-0.5	18.4	-1.4	13.6	-0.2
Cc1ccc(SCCNC(=O)/C=C/c2ccc(Cl)cc2)cc1
  -8.6	12.8	0.8	19.5	0.2	6.5	3.5	4.8	0.1
Cc1ccc(SCC(=O)Nc2nnc(-c3ccco3)o2)cc1
  -7.8	12.7	-1.4	12.2	2.2	6.2	-0.9	2.1	-1.1
CCCCNC(=O)NS(=O)(=O)c1ccc(C(=O)OC)o1
  -0.7	-8.3	0.6	7.5	-0.4	-15.1	-2.8	3.2	-0.3
COc1ccc(OC)c(C(=O)NC(CC(N)=O)c2ccc(N3CCN(c4ccc(F)cc4)CC3)c([N+](=O)[O-])c2)c1 (stereo not drawn)
  9.4	-3.1	7.6	10.2	0.0	6.8	-15.0	27.4	-0.7
CN(C)CCCNCC(=O)Nc1ccccc1N1CCOCC1
  -17.8	-7.8	15.2	31.6	-1.3	1.1	2.2	22.0	0.4
CC(C)(C)SCCNC(=O)CN(c1ccccc1)S(=O)(=O)c1ccc(F)cc1
  2.1	13.2	0.5	13.1	-1.0	-5.6	-3.4	11.2	-1.8
COc1cccc(CC(=O)OCC(=O)NC(=O)c2ccc(OC(F)F)cc2)c1
  -4.1	-9.9	5.8	4.1	-0.3	10.4	-0.4	6.7	-1.6
CN(CCc1ccccn1)S(=O)(=O)c1ccccc1F
  -5.1	-8.7	-3.0	10.6	0.1	7.5	-5.4	13.9	-0.8
Cc1ccc(S(=O)(=O)N2CCC(C(=O)OCC(=O)NCc3ccco3)CC2)cc1C
  2.2	-4.6	1.9	12.0	0.1	12.1	0.7	7.5	1.5
CC(Sc1nnc2c(n1)C1(C)CCC2C1(C)C)C(=O)Nc1ccccc1 (stereo not drawn)
  8.6	7.9	-2.6	13.6	1.2	16.5	-0.5	25.6	0.8
Cc1ccsc1/C=N/NC(=O)c1c[nH]c2ccccc12
  20.1	-26.5	-1.6	-0.4	6.8	-9.2	15.1*	33.3	0.6
Cc1cc(Cl)ccc1C(=O)C1CCCN(C(=O)CCn2cncn2)C1 (stereo not drawn)
  8.0	39.4	-5.9	15.6	-0.2	8.1	0.7	12.8	0.0
CCO[C@@H]1OC(C(=O)N2CCCCCCC2)=C[C@H](c2cn(C(C)=O)c3ccccc23)[C@H]1CCCO
  4.2	14.5	-9.2	3.4	-1.6	9.5	-11.5	5.2	-0.5
CS(=O)(=O)N1CCN(c2ccccc2NC(=O)c2cccnc2)CC1
  0.2	4.2	-4.1	13.7	2.2	5.5	-2.8	10.8	-3.9
O=C(C1CCN(c2ccc(N3CCOCC3)nn2)CC1)N1CCN(c2ccc(F)cc2)CC1
  1.4	-3.9	-6.0	-5.4	-2.2	7.7	0.9	-2.0	-1.4
Cc1nc(C(=O)N2CCc3c([nH]c4ccccc34)C2c2cc(F)ccc2F)cs1 (stereo not drawn)
  -1.5	-14.0	1.3	14.8	1.6	2.1	-1.7	8.6	-0.9
COc1ccccc1S(=O)(=O)Cc1ccc(C(=O)NCCN2CCCC2)o1
  -18.0	11.0	-3.5	-6.3	-0.7	10.5	-0.7	-1.9	1.2
CC(C)=NNc1nc2c(c(=O)[nH]c(=O)n2C)n1CCCc1ccccc1
  4.8	10.5	-1.7	14.7	-0.7	22.0	-2.3	21.3	-1.2
C#CCOCCOCCOCCNc1nc(N2CCN(C(=O)C([C@@H](C)CC)n3cc(C(N)Cc4ccc(O)cc4)nn3)CC2)nc(N2CCN(C(=O)[C@H](CCC(=O)O)n3cc(C(N)Cc4ccc(O)cc4)nn3)CC2)n1 (stereo partly drawn)
  -14.6	8.1	-2.1	9.9	-0.7	-0.1	1.2	5.9	-2.0
CC1=NN(C(C#N)c2ccccc2)C(C)(C)C1 (stereo not drawn)
  3.7	5.4	-3.6	-2.0	1.4	0.4	-0.8	4.9	-1.1
O=C(N/N=C/c1ccccn1)c1ccco1
  12.8	-16.0	-3.1	-6.0	1.7	-5.5	-0.2	-11.4	2.7
Cc1cc(C)c(C)c(S(=O)(=O)N[C@@H](C)C(=O)OCC(N)=O)c1C
  7.8	13.0	-3.0	-3.9	-2.4	3.2	-0.6	8.4	-0.7

Given as a markdown table: two of the compounds above
| SMILES | TIM10 inh | Mdm2 MdmX PPI | APJ ag | NLRP3 yeast inh | UPR CHOP act | tim10-1 inh | NR3A LBD binder | tim23-1 inh | UPR XBP1 act |
| --- | --- | --- | --- | --- | --- | --- | --- | --- | --- |
| CS(=O)(=O)N1CCN(c2ccccc2NC(=O)c2cccnc2)CC1 | 0.2 | 4.2 | -4.1 | 13.7 | 2.2 | 5.5 | -2.8 | 10.8 | -3.9 |
| O=C(C1CCN(c2ccc(N3CCOCC3)nn2)CC1)N1CCN(c2ccc(F)cc2)CC1 | 1.4 | -3.9 | -6.0 | -5.4 | -2.2 | 7.7 | 0.9 | -2.0 | -1.4 |

(further entries)
Sequence of screens: TIM10 inh	Mdm2 MdmX PPI	APJ ag	NLRP3 yeast inh	UPR CHOP act	tim10-1 inh	NR3A LBD binder	tim23-1 inh	UPR XBP1 act
O=C(COc1ccc(/C=N/NC(=O)c2ccncc2)cc1)Nc1ccc([N+](=O)[O-])cc1
  -2.4	33.5	-1.0	9.7	0.2	-13.5	-6.0	-18.1	-2.0
CC(C)CN(C(=O)C1=NN(c2ccccc2)C(=O)CC1)c1c(N)n(Cc2ccccc2)c(=O)[nH]c1=O
  3.0	-4.5	-2.6	10.1	-1.6	-15.5	-0.4	1.1	-2.7
CC(C)Cn1c2c(c(O)c(C(=O)Nc3ncccc3O)c1=O)CCCC2
  49.6*	38.5	0.7	19.1	-2.3	40.5*	-0.7	55.0*	-0.6
Clc1ccc(CSc2nnc([C@@H]3CCCN3)o2)cc1
  1.8	10.8	0.2	15.2	-1.6	8.0	-0.2	-3.6	0.7
c1ccc(Cn2cc(CN3CCCCO3)c(-c3ccc4c(c3)OCO4)n2)cc1
  22.2	-4.9	-1.7	16.4	-1.7	29.1	3.5	28.2	6.5
O=c1c(Cc2ccc(F)cc2)c(O)ccn1C1CC1
  5.3	13.8	-4.9	18.7	-1.5	-2.8	-1.3	-1.6	-1.2
NS(=O)(=O)c1cc(C(=O)OCC(=O)c2ccc3c(c2)OCCO3)ccc1Cl
  -0.8	1.7	1.3	10.7	0.6	9.4	-2.6	8.6	-0.9
N#Cc1c(Nc2cccc(F)c2)sc2c(O)cc(=O)[nH]c12
  -5.5	23.6	1.4	17.1	-0.7	-6.3	1.1	13.0	-3.8
CCN(CC)CCCN=C1N[C@@H](c2ccccc2)C(C(=O)OC)=C(C)N1CC
  -4.3	-41.7	3.5	10.7	-1.1	-2.1	1.9	3.9	0.2
CC(=O)NC1=NN(C(C)=O)C2(CCCCC2)S1
  5.1	11.4	0.7	16.2	-0.1	5.6	4.8	2.3	0.5
CCN1CCN(S(=O)(=O)Cc2ccccc2Cl)CC1
  -6.5	10.9	-4.0	9.3	1.3	-2.4	3.8	6.0	-1.4
CC1CN(c2cc(=O)n(-c3cccc(Br)c3)c(=O)[nH]2)CC(C)O1 (stereo not drawn)
  3.0	-0.3	-3.4	9.7	-0.3	-5.8	0.6	-1.2	-1.6
Cc1ccc(NC(=O)CSc2nc(NS(=O)(=O)c3ccc(C)cc3)cc(=O)[nH]2)cc1
  -6.2	21.8	-3.1	6.3	-1.2	14.2	1.6	1.6	-2.1
COCCNC(=O)c1cc(S(=O)(=O)N2CCOCC2)ccc1SCc1cccc(OC)c1OC
  -1.8	-10.8	-2.5	-1.4	0.2	19.3	-1.6	2.0	-2.4
CC(=O)Nc1ccc(S(=O)(=O)N2CCN(C(=O)N3CCCC3)CC2)cc1
  -0.7	-2.8	-1.6	13.9	-0.9	-5.2	-0.4	16.8	0.7
O=C(O)Cn1c(=O)cnc2ccccc21
  12.3	-16.5	-2.6	-7.1	-0.9	8.6	3.1	-12.1	1.9
Cc1cccc(C(=O)Nc2c(C#N)c(C)c(C)n2Cc2ccccc2)c1
  18.1	12.3	-3.6	7.6	1.9	10.0	1.2	18.9	-4.9
Cc1oc(-c2ccc(Cl)cc2)nc1CN1CCCC(C(=O)NC2CC2)C1 (stereo not drawn)
  -2.1	9.9	-1.3	4.5	-2.4	0.8	-2.2	-6.8	0.2
COc1ccccc1NS(=O)(=O)c1ccc(C(=O)Nc2ncccc2O)cc1
  9.6	38.8	-2.9	10.1	-1.9	5.7	3.0	22.1	2.7
CCN1CCN(CC(=O)Nc2ccc(N(C)C)cc2)CC1
  -9.0	5.3	1.5	-2.4	1.7	-5.2	-3.2	-9.1	-2.4
COc1ccccc1NC(=O)c1c(Nc2ccccc2F)sc(C(=O)Nc2cccc(Cl)c2)c1N
  0.1	37.0	8.3	13.4	4.8	-9.0	28.6*	-4.9	3.1
C[C@H](NC(=O)c1nc[nH]c1C(=O)NCC(=O)OCc1ccccc1)C(=O)OC(C)(C)C
  3.3	10.9	9.2	2.9	-1.1	15.6	-2.0	17.4	-1.5
COc1ccc(-c2cc(C(=O)NNC(=O)c3csc(N4CCOCC4)n3)c3ccccc3n2)cc1OC
  1.9	34.2	0.2	22.4	0.8	7.0	-5.2	8.1	3.1
CCNc1nc(NC(C)(C)C)nc(Oc2ccc(=O)n(-c3ccccc3)n2)n1
  -4.0	9.1	-3.8	0.2	-0.9	12.6	-1.3	14.6	2.1
COc1ccc(-c2nnc(NC(=O)c3ccco3)s2)cc1
  -13.2	-18.8	0.0	14.4	4.6	-19.2	0.5	-8.3	1.0

Screening data: PubChem BioAssay, Sanford-Burnham Center for Chemical Genomics
